Screens from PubChem BioAssay.
NTR1 ag: NTR1-driven beta-arrestin-GFP spot formation – imaging, U2OS cells, high content, primary screen (AID 493036); agonist mode; activation, % at 20 µM; 330,000 tested, 0.17% active;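 active = activation at or above 40% of the spot to cytoplasm intensity ratio, with at least 20 cells analyzed; inconclusive = wells under 20 cells, flagged as cytotoxic or low count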;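 also: 0% = DMSO without peptide and 100% = 100 nM NTR1 peptide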
Target sequence (P30989 whole entry, looked up): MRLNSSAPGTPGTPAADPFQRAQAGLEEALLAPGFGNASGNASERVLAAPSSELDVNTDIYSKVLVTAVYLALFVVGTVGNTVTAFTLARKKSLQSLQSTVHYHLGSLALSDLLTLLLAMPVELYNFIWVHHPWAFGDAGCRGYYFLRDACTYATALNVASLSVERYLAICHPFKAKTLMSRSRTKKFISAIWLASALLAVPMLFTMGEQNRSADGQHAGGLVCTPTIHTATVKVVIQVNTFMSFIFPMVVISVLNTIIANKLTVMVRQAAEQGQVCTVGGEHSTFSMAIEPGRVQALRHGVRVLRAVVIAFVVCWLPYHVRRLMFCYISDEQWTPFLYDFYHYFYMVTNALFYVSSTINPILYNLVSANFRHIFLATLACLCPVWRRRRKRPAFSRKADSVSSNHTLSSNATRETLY
Myeloid diff 2: promotes myeloid progenitor differentiation; 360,000 tested, 1% active; AID 624256; ER-HoxA9 myeloid progenitors, lysozyme-GFP differentiation, flow cytometry; calls only at 10 µM;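 active = normalized GFP-positive differentiation at or above the plate's own cutoff, the solvent-only control mean plus 3 SD; inconclusive = no clear call, values can overlap the other calls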;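 also: cells exposed to compound for four days before flow analysis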
UTI89 phage lysis: protection from phage-mediated lysis, alamar blue read-out – E. coli UTI89, K1F phage, bacterial capsule biogenesis inhibitors (AID 488966) | 340,000 tested, 0.02% active | inhibition, % at 100 µM, or IC50 in µM where a hit was titrated | E. coli UTI89 K1F phage lysis, alamar blue, 2 h; higher % means a stronger effect;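 active = phage lysis inhibition, versus mean bacterial control, above a set limit; inconclusive = no clear call, values can overlap the other calls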;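 also: capsule biogenesis inhibitors block K1F phage lysis so surviving cells raise fluorescence; higher fluorescence means more inhibition of phage lysis; actives were called in the ten point dose series up to 300 µM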
Rac1 GTP hydrolysis: MgcRacGAP GTPase-activating activity inhibitors, confirmation, biochemical, ADP Hunter fluorescence; MgcRacGAP-stimulated Rac1 GTP hydrolysis, ADP Hunter fluorescence; higher % means a stronger effect; GST-tagged Rac1 F28L mutant substrate; inhibition, % at 30 µM; hits with a dose series show IC50 in µM; 340,000 tested, 0.6% active; AID 624330;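 active = first-screen hits whose inhibition reached a set limit at any dose in the follow-up dose series; inconclusive = inhibition above the set first-screen limit but never retested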;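 also: fluorescence reports GDP produced by GAP-driven GTP hydrolysis; strong numbers were not always called active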
SV40 large T antigen: TAg ATPase/helicase activity blockers – biochemical (AID 1903); SV40 large T antigen ATPase/helicase inhibition assay; higher % means a stronger effect; inhibition, % at 20 µM; hits with a dose series show IC50 in µM; 310,000 tested, 0.39% active; in the data active = a potency from the dose series; inconclusive = inhibition mostly from about 32% at the one dose, without a potency; inactive = the rest, 99 in 100 with inhibition below about 32%; also: strong numbers were not always called active
PhoP inhibition: PhoP-dependent GFP reporter repression – Salmonella Typhimurium, primary screen (AID 1863) | S. Typhimurium PhoP-regulated promoter GFP reporter, 4 h; higher % means a stronger effect | inhibition, % at 50 µM; hits with a dose series show IC50 in µM | 300,000 tested, 0.16% active;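 active = inhibition over 29.93%, a cutoff 3 SD above the screen mean, later confirmed by dose response; inconclusive = inhibition over 29.93% but no dose response follow-up; inactive = inhibition at most 29.93% or unconfirmed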;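 also: 0% = low Mg2+ inducing control and 100% = high Mg2+ repressing control; strong numbers were not always called active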
TNAP activation fold: human TNAP enzyme activators, primary screen, biochemical, luminescent, no phosphate acceptor, uHTS (AID 1001) | activation fold at 20 µM; hits with a dose series show EC50 in µM | purified TNAP, luminescent activation assay, no phosphate acceptor; higher activation fold means a stronger effect | 200,000 tested, 0.03% active; in the data active = activation fold from about 3, or a potency from the dose series; inactive = the rest, 99 in 100 with activation fold below about 1.6; also: many of its hits are not listed in these tables
T cell HTS: modulates CD8 T cell binding to vesicles. 2C CD8+ T cell-vesicle binding, flow cytometry; stronger effect = lower value. calls only at 7 µM. 330,000 tested, 0.068% active;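 active = response, share of CD8 T cells binding vesicles, and their 90th percentile fluorescence all below set limits, cut at about 80% in these data, passing the limit was not always enough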
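Test system: purified 2C TCR transgenic mouse naive CD8+ T cells. Probe or stimulus: QL9-peptide-loaded Drosophila micro-vesicles bearing Ld, ICAM-1 and B7-1. Incubation: binding step 1.5 h, 37 °C, antibody labelling 20 min, ice. Measured by: flow cytometry of vesicle-bound cells.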
RSV CPE inhibition: RSV antiviral activity via CPE protection, HEp-2 cells, primary 10 µM value included (AID 2391) | 310,000 tested, 0.13% active | CPE inhibition, % at 10 µM, or IC50 in µM where a hit was titrated | HEp-2 cells, RSV-induced CPE inhibition; higher % means a stronger effect; in the data active = a potency from the dose series; inconclusive = CPE inhibition mostly from about 23% at the one dose, without a potency; inactive = the rest, 99 in 100 with CPE inhibition below about 21%; also: strong numbers were not always called active
T cell HTS vesicle-bound %: second read-out of T cell HTS, no call of its own (marks repeat the call); double positive events, %; measured here: CD8+ vesicle-bound cell fraction;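 binding gate set so that unloaded-vesicle control wells show 10% double positive cells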
NTR1 ag cell count 20 µM: recorded beside NTR1 ag, whose call it bears; cell count; measured here: cell count, cytotoxicity flag
Myeloid diff 2 GFP+ MAC1+ %: also measured in Myeloid diff 2; calls as there; GFP+ MAC1+ double positive, %; measured here: differentiation confirmed by MAC1 staining
* marks the source's active call; other numbers are inactive results; i = inactive; ? = inconclusive; · = not tested or not shown; + = active, no number; [ ] = dose if it differs, or a comment. Hits appear at their usual frequency; any-hit rate near 2.3%.

entry	Structure	NTR1 ag	NTR1 ag cell count 20 µM	Myeloid diff 2	Myeloid diff 2 GFP+ MAC1+ %	UTI89 phage lysis	Rac1 GTP hydrolysis	SV40 large T antigen	PhoP inhibition	TNAP activation fold	T cell HTS	T cell HTS vesicle-bound %	RSV CPE inhibition
1	COc1ccc(-n2nnc3c(=O)n(Cc4cccc(C)c4)cnc32)cc1	1.9	79	i	4.9	-1.5%	9%	14%	8%	1.1	i	56	0.8%
2	Cc1noc(C)c1COc1ccccc1C(=O)NCCOc1ccccc1	0.0	67	i	0.9	0.4%[50 µM]	-1%	·	·	·	·	·	·
3	NS(=O)(=O)c1ccc(CCNCc2cccnc2)cc1	0.5	73	i	0.5	-0.3%	2%	4%	-4%	·	i	53	0.2%
4	Cc1cccc(S(=O)Cc2ccc(C(=O)NC3CCN(Cc4ccccc4)CC3)o2)c1 (stereo not given)	-1.0	40	i	1.7	0.1%	8%	21%	7%	·	i	2	2.2%
5	CSc1cccc(NS(=O)(=O)c2ccc3c(c2)CCN3C(C)=O)c1	3.2	94	i	1.3	0.0%	2%	6%	17%	·	i	20	6.6%
6	O=[N+]([O-])c1ccc(Cl)c(/C=N/N2CCN(C3c4ccccc4-c4ccccc43)CC2)c1	·	·	i	0.4	-0.1%	2%	1%	-2%	1	·	·	·
7	CCC(C(=O)NC1C(=O)N2C(C(=O)O)=C(CSc3nnc(C)s3)CSC12)c1ccccc1 (stereo not given)	-0.7	55	i	0.7	-0.5%	22%	·	·	·	i	14	0.6%
8	CCOc1ccc(-c2nnc(SCC(=O)N3CCNC3=O)o2)cc1	3.8	54	i	0.2	0.5%[50 µM]	3%	·	·	·	i	32	0.8%
9	O=C(Cc1ccc([N+](=O)[O-])cc1)Nc1ccc(C(=O)N2CCOCC2)cc1	0.2	67	i	0.7	0.1%	9%	9%	-7%	·	i	18	2.1%
10	COc1cc(CN2CCC(C(=O)NCC(C)(C)CN(C)C)CC2)ccc1OCc1ccccc1	0.1	67	i	0.1	2.5%	29%	9%	-4%	·	i	16	-1.9%
11	CCOC(=O)c1[nH]c(C)c(C(=O)NCc2ccc(C)cc2)c1C	4.1	38	i	2.0	5.7%	-2%	-1%	-4%	1.1	i	37	-0.5%
12	Cc1nc(Nc2ccccc2O)c2oc3ccccc3c2n1	0.1	105	i	0.8	2.3%[50 µM]	6%	-18%	9%	·	i	24	1.9%
13	NS(=O)(=O)c1ccc(NC2=CC(c3ccc([N+](=O)[O-])cc3)N(c3ccc(S(N)(=O)=O)cc3)C2=O)cc1 (stereo not given)	-0.3	57	i	0.3	-2.2%[50 µM]	8%	16%	1%	·	i	13	1.2%
14	O=c1[nH]cc([N+](=O)[O-])cc1Br	-0.8	51	i	1.2	3.5%[50 µM]	7%	4%	-12%	1.2	i	47	0.1%
15	CCC(C)(C)n1nnnc1C(c1cc2cc(C)cc(C)c2[nH]c1=O)N1CCN(Cc2ccc3c(c2)OCO3)CC1 (stereo not given)	·	·	i	0.9	0.7%	5%	2%	-6%	1.1	·	·	·
16	COc1ccc(CNC(=O)c2c(C)cc(=O)oc2C)cc1OC	-1.4	33	i	0.6	6.2%	5%	3%	4%	1.1	i	51	0.7%
17	O=C(CSc1nnc2scc(-c3ccc(F)cc3)n12)NCc1ccco1	-0.7	80	i	14	4.0%	0%	0%	6%	1.1	i	44	0.1%
18	CC[C@]12c3[nH]c4ccc(OC)cc4c3CCN1C(=O)C(CC(=O)NCCN1CCOCC1)C[C@@H]2C(=O)N1CCN(C(=O)c2ccco2)CC1 (stereo not given in full)	-1.7	75	i	0.1	0.0%	9%	·	·	·	·	·	·
19	CCCCn1c(N)c(N(CCC(C)C)C(=O)CSc2nncn2-c2ccccc2)c(=O)[nH]c1=O	3.0	55	i	0.4	0.1%[50 µM]	1%	·	·	·	i	35	-0.3%
20	CCOC(=O)c1[nH]c2ccccc2c1NC(=S)Nc1cccc(C)c1	-1.5	92	i	3.0	3.8%	115µM*	?	4%	1.1	i	31	-1.3%
21	Fc1cccc(COc2ccccc2C(=S)N2CCCC2)c1	0.8	51	i	0.7	0.2%	4%	7%	7%	1.1	i	35	0.6%
22	CCC(C)N(CCNC(=O)CC1Oc2ccc(C)cc2NC1=O)C1CCCCC1 (stereo not given)	-2.5	59	i	5.4	5.2%	13%	4%	5%	1	i	35	-0.9%
23	O=C(NCCCn1ccnc1)c1cc(-c2ccccc2)on1	1.5	72	i	0.1	0.4%	0%	4%	14%	1	i	63	2.8%
24	COC(=O)c1ccc(NS(=O)(=O)c2ccccc2)o1	0.9	26	i	0.1	-0.6%	10%	11%	-7%	1.1	i	62	-1.4%
25	C/C(=N\NC(=O)CNC(=O)c1ccc2c(c1)OCO2)c1ccco1	-1.4	83	i	0.0	0.0%	9%	8%	1%	1.1	i	23	4.0%
26	CC(=O)Nc1ccc(S(=O)(=O)NCC2CCC(C(=O)N3CCCCC3)CC2)cc1 (stereo not given)	-0.2	94	i	0.7	0.5%	8%	3%	12%	·	i	61	0.8%
27	Cc1cc2ncc(-c3cccs3)nc2cc1C	3.8	74	i	0.0	1.3%[50 µM]	6%	3%	-7%	·	i	28	10%
28	CCOC(=O)c1cnc2c(c(C)nn2CC)c1NC1CC1	0.9	73	i	0.2	-0.1%	10%	0%	1%	1	i	39	3.5%
29	CCCn1cc(CN2CCN(Cc3ccc(C)o3)C(CCO)C2)c(C)n1 (stereo not given)	-1.0	92	i	0.3	0.2%	10%	7%	1%	1.1	i	54	-0.2%
30	COc1ccc(C(=O)NCCc2nnc3ccc(SCC(=O)Nc4ccccc4F)nn23)cc1	-0.9	67	i	1.6	0.0%[50 µM]	5%	10%	-4%	·	i	13	2.8%
31	Cc1ccc(Nc2nnc(C(C)(C)C)c(=O)n2N)cc1	2.7	49	i	0.5	1.2%[50 µM]	8%	9%	-1%	1	i	54	3.7%
32	O=C(O)CCCN1C(=O)c2ccc(Oc3cccc([N+](=O)[O-])c3)cc2C1=O	1.7	47	i	0.3	0.0%	1%	4%	-2%	1.1	i	50	0.6%
33	O=C(CN1C(=O)c2ccccc2S1(=O)=O)Nc1ncc(Cl)cc1Cl	0.6	59	i	0.7	0.4%[50 µM]	11%	·	·	·	i	48	·
34	CNc1nc(SCc2ccc(C)cc2)nc2c1CCCC2	22	41	i	1.2	-0.5%	3%	-4%	13%	1	i	23	8.6%
35	CCOC(=O)c1cnc2c(C(=O)OC)cccc2c1NCCN1CCOCC1	0.3	56	i	0.7	2.6%	4%	22%	-11%	1.1	·	·	-0.8%
36	CCOC(=O)/C(=C\c1ccc(C)cc1)NC(=O)c1ccccc1	-1.4	70	i	0.3	0.1%	6%	-4%	6%	1.1	i	59	1.1%
37	CN(CC1CCCO1)S(=O)(=O)c1ccc(C(=O)Nc2ccc3c(c2)OCO3)cc1 (stereo not given)	-0.6	80	i	0.2	0.0%	3%	9%	2%	1.1	i	19	2.9%
38	COc1ccc(C2C(C#N)=C(N)N(c3cccnc3)C3=C2C(=O)CCC3)cc1Cn1cc([N+](=O)[O-])cn1 (stereo not given)	11	73	i	0.0	0.0%	8%	17%	-1%	1	i	60	4.3%
39	COc1cc(C(=O)NC(=S)N(CCC#N)Cc2cccnc2)cc(OC)c1OC	-0.4	59	i	1.5	-2.0%	-2%	·	·	·	i	36	·
40	COc1cccc(NC(=S)NC2CC(C)(C)NC(C)(C)C2)c1	-1.2	59	i	0.4	3.8%	7%	6%	0%	1.2	i	27	-0.6%
41	Cc1ccc(-c2nnc(-n3nnc4ccccc43)c3ccccc23)cc1	4.5	71	i	0.4	1.4%	1%	9%	-4%	1.1	i	52	3.1%
42	COC(=O)c1cc(NC(=O)c2c(Cl)cnn2C)cc(C(=O)OC)c1	-1.7	82	i	0.4	0.2%	-2%	4%	-2%	1.1	i	39	1.4%
43	COc1ccc(C(=O)CSc2nnc(-c3ccco3)n2C)cc1	1.0	50	i	5.2	0.2%	2%	10%	18%	1.1	i	5	1.4%
44	N#CC12CCCCC1CC1CCCCC1(C#N)N2N (stereo not given)	-1.0	44	i	0.6	0.7%	0%	2%	6%	·	i	39	3.3%
45	CCN1CCN(Cc2cccc(Oc3ccc(Cl)cc3)c2)CC1	2.1	48	+	2.8*	0.0%	2%	0%	1%	1	i	38	0.6%
46	Cc1nccn1CCCNC(=O)c1nc(Cn2cc([N+](=O)[O-])cn2)no1	1.6	59	i	0.3	0.2%	-3%	9%	-1%	·	i	25	0.0%
47	CC(C)Sc1nc2ccc(Br)cc2[nH]1	1.8	43	i	0.2	-1.4%	-32%	·	·	1.3	i	15	3.0%
48	Cc1cc(C)cc(N2C(N)=NC(N)=NC2c2ccccc2F)c1 (stereo not given)	0.1	81	i	2.9	0.0%	-7%	4%	20%	·	i	12	-0.2%
49	Cc1ccc(NC(=O)CCOc2ccccc2)cc1S(=O)(=O)Nc1ccccc1Cl	9.6	79	i	0.8	-1.3%	4%	8%	-3%	1.1	i	52	14%
50	CCCCOCC(O)CN1CCN(C(C)=O)CC1 (stereo not given)	0.1	46	i	8.9	0.0%	19%	4%	11%	1.1	i	18	-1.2%
51	COC(=O)CSc1nc(N)nc(C)c1Cl	-0.3	48	i	0.1	1.5%	0%	-6%	7%	1	i	26	0.9%
52	Cn1c(=O)[nH]c(=O)c2c1nc(SCCO)n2Cc1ccccc1Cl	0.3	70	·	·	0.3%	-2%	14%	-5%	·	i	60	1.6%
53	O=C1CN(C(=O)COC(=O)CCNS(=O)(=O)c2ccc(Cl)cc2)c2ccccc2N1	0.6	73	i	0.8	0.0%	-4%	7%	-9%	·	i	54	0.8%
54	CCN1C(=O)c2cccc3c(S(=O)(=O)NC(Cc4c[nH]c5ccccc45)C(=O)O)ccc1c23 (stereo not given)	-1.0	50	i	0.2	0.9%	8%	12%	6%	1.1	·	·	0.3%
